KB-3-1 tox: kills parental KB-3-1 adenocarcinoma cells; KB-3-1 viability, CellTiter-Glo ATP luminescence, 72 h; Potency, µM (doses to about 46.1 µM), for the others: top-dose activity change, negative = cytotoxic, hits mostly cytotoxic; 400,000 tested, 1.4% active; further: on the % scale 0 is the no-effect control and ±100 the full control effect; nearly all actives have a fitted effect of over 60% in size
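Screening of KB-3-1 cells (DMEM, 10% FBS, phenol-red free) ran from lowest to highest compound concentration; after 72 h at 37 °C viability was read luminescently and curves fitted.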
GLP1R ag: activates the human GLP-1 receptor; P43220; HEK293 GLP-1R CRE-luciferase, luminescence, 4-6 h; cells express a hypersensitive GLP-1R form; Potency, µM (titrated, usually from 45.6 µM), inactives show top-dose activation, hits mostly activators; 380,000 tested, 0.007% active; AID 624172; further: % of control where 0% means no effect
Target sequence (P43220 whole entry, looked up): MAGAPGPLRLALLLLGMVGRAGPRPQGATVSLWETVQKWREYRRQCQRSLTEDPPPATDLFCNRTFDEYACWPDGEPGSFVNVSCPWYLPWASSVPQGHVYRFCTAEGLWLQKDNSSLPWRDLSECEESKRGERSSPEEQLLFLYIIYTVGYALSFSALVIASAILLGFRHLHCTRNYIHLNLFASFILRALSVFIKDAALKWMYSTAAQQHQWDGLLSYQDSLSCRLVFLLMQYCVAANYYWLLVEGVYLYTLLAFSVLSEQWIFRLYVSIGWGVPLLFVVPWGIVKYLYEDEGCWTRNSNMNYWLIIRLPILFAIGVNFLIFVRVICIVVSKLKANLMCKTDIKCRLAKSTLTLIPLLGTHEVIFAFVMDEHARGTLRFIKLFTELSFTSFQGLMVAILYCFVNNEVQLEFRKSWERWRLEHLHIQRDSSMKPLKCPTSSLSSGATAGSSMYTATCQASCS
HT1080NT lethal: kills 2HG-producing HT-1080-NT fibrosarcoma cells; AID 686970; Potency, µM (titrated, usually from 46.1 µM), without a hit: at the highest dose activity, negative = less viability, most hits filed as cytotoxic; 360,000 tested, 1.6% active; HT-1080-NT fibrosarcoma viability, CellTiter-Glo ATP luminescence, 48 h;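 further: NT is the 2HG producing partner of a matched IDH1 knockdown line; 0% = DMSO-treated cells and -100% = media-only wells without cells; nearly all actives have a fitted effect of over 55% in size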
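Viability by CellTiter-Glo luminescence after 48 h compound exposure at 37C of HT-1080-NT cells (750/well, RPMI, 5% FBS). % activity scaled between DMSO wells and medium-only wells, then curve-fitted and categorized by curve class.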
SW480 rereplic: DNA re-replication induction in SW480 cells. 340,000 tested, 1.8% active. SW480 DNA re-replication, Hoechst DNA content imaging, 48 h. Potency, µM (top dose mostly 46.1 µM), for the others: at the top dose re-replication activation, hits mostly activators. AID 624297; further: % of control where 0% means no effect; nearly all actives have a fitted effect of over 55% in size
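DNA re-replication was detected as more nuclei of elevated Hoechst intensity after 48 hr exposure to compound (23 nL pinned per well of 250 cells).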
TDP43 rescue: rescues yeast growth from TDP-43 toxicity; TDP-43 expressing yeast growth rescue, BacTiter-Glo, 24 h; Potency, µM (top dose mostly 46.1 µM), without a hit: top-dose growth rescue (activation), most hits filed as activators; 410,000 tested, 1.8% active; further: % of control where 0% means no effect; nearly all actives have a fitted effect of over 50% in size
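Yeast expressing TDP-43 (pregrown in raffinose, seeded at OD600=0.02 in galactose medium) exposed to compounds 24 hr at 30 deg C. Growth read by BacTiter-Glo luminescence; rescue of toxicity appears as increased signal.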
HT1080 IDH1KD tx: toxicity to HT-1080 IDH1 knockdown cells (counter line); HT-1080 IDH1 knockdown viability, ATP luminescence, 48 h; Potency, µM (doses to about 46.1 µM), for inactives: at the highest dose activity, negative = toxicity, most hits filed as cytotoxic; 360,000 tested, 2% active; AID 686971;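 further: 0% = DMSO wells and -100% = cell-free medium wells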
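Luminescent ATP read-out (CellTiter-Glo, 10 min at room temperature) after 48 h compound exposure at 37 °C gave viability of IDH1-knockdown HT-1080 cells. Activity was normalised to DMSO and cell-free wells, then fitted as concentration-response curves.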
KB-V1 cytotox: kills drug-selected multidrug resistant KB-V1 cells | KB-V1 MDR cells viability, CellTiter-Glo, 72 h | Potency, µM (doses to about 46.1 µM), without a hit: at the top dose activity change, negative = cytotoxicity, actives largely listed as cytotoxic | 400,000 tested, 3.4% active; further: on the % scale 0 is the no-effect control and ±100 the full control effect; nearly all actives have a fitted effect of over 60% in size
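qHTS viability screen in drug-selected KB-V1 MDR cells: 72 h compound treatment at 37 degrees C, ATP luminescence end point.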
GLP1R inv ag: inverse agonists of human GLP-1 receptor; P43220; HEK293 GLP-1R CRE-luciferase, luminescence, 24 h; GLP-1R form is constitutively active; Potency, µM (series often up to 38.3 µM), inactives show at the top dose activity change, negative = inhibition, most hits filed as inhibitors; 410,000 tested, 1.6% active; further: on the % scale 0 is the no-effect control and ±100 the full control effect; nearly all actives have a fitted effect of over 55% in size
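Constitutively active GLP-1R drives a cAMP-responsive luciferase in stably transfected HEK293 cells; test compounds are added after overnight (12 h) attachment and left 24 hr, and signal loss in luminescence marks inhibition.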
HEK293 tox: cytotoxic in the GLP-1 receptor inverse agonist counter-screen; HEK293 cAMP-luciferase reporter cells, luminescence, 24 h; AID 624418; 410,000 tested, 0.13% active; Potency, µM (doses to about 38.3 µM), for the others: top-dose activity change, negative = inhibition, actives largely listed as inhibitors;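 further: loss of luciferase light is scored as toxicity; on the % scale 0 is the no-effect control and ±100 the full control effect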
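Quantitative HTS format, 1536 wells, 200 cells/uL seeded. Compounds: 23 nL, 24 h, 37 °C. Detection: luciferase reagent, luminescence at 12 min RT; decreased signal taken as cytotoxic.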
* marks the source's active call; other numbers are inactive results; ? = inconclusive; · = not tested or not shown; & = joins results of further samples; [ ] = dose if it differs, or a comment. The call rests on the fitted dose curve; in most records, active means well fitted curve in the direction sought with a large enough effect; inconclusive means small, poorly fitted or top-dose-only effect, or another doubt; inactive means no such curve, though single readings can be large; an effect the other way counts as inactive or inconclusive. Potency means the concentration at half of the fitted maximal effect.

SMILES	KB-3-1 tox	GLP1R ag	HT1080NT lethal	SW480 rereplic	TDP43 rescue	HT1080 IDH1KD tx	KB-V1 cytotox	GLP1R inv ag	HEK293 tox
Cc1ccc(C2c3[nH]c4ccccc4c3C[C@H]3C(=O)N(c4ccccc4C(=O)N4CCC[C@H]4C(=O)O)C(=O)N23)cc1 (some centres not stated)	0%	-1%	-1%	-11%	22%	-1%	?	-6%	0%
CC(C)Oc1cccc(C2NC(=O)c3ccccc3O2)c1 (configuration not stated)	-3%	1%	-3%	-6%	20%	2%	8%	10%	6%
O=C(Nc1ccccc1[N+](=O)[O-])c1cc(S(=O)(=O)Nc2ccccn2)ccc1Cl	18%	13%	-14%	6%	-1%	0%	-3%	32%[activator]	0%
C[C@@H]1NC(=O)N(c2ccc(F)cc2)C1=O	0%	0%	12%	0%	-15%	21%	13%	-1%	4%
CCc1nc2ccc(C(=O)Nc3ccc(C(N)=O)cc3)cn2c1N(CCC(C)C)CCN(C)C	0%	0%	-19%	·	0%	-22%	3%	15%	2%
O=C(O)C(CO)(c1ccccc1)c1ccccc1	9%	-4%	-9%	6%	7%	3%	-6%	10%	1%
C/C(=N/NC(=O)c1cc(-c2cccc([N+](=O)[O-])c2)n[nH]1)c1cccc(O)c1	?	-1%	-5%	?	-7%	-3%	-5%	-22%	-25%
OCCOCCn1c(C2CCCN2c2nc(-c3ccc(F)cc3)cs2)nc2cc(C(F)(F)F)ccc21 (configuration not stated)	-9%	-3%	-11%	0%	-24%	-28%	-10%	-10%	10%
Cc1nnc(NC(=O)CSc2nnc(Cc3cccn3C)n2CCc2ccccc2)s1	0%	7%	5%	8%	-7%	19%	7%	-19%	-6%
CCOC(=O)c1c(SCC(=O)Nc2cccc(C)c2C)nc(=O)[nH]c1C	-1%	·	·	·	6%	·	2%	12%	-6%
CSc1ncc(Cl)c(C(=O)Nc2cccnc2)n1	22%	17%	6%	-6%	16%	8%	24%	16%	6%
O=C1Nc2ccccc2OC1CC(=O)N1CCN(c2cccc(C(F)(F)F)c2)CC1 (configuration not stated)	-11%	-3%	-15%	9%	-3%	20µM*	?	-12%	-19%
CCc1ccc(NC(=O)N(Cc2ccc(C)cc2)Cc2cccn2-c2nnc(N3CCCC3=O)s2)cc1	-12%	·	·	·	-9%	·	-12%	?	1%
CCCNC(=O)c1ccccc1NC(=O)c1cccc(-n2cnnn2)c1	15%	3%	-2%	-10%	-5%	0%	-3%	21%	0%
Brc1cccc(C=Nc2cccc3ncccc23)c1	0%	-6%	-4%	-6%	-2%	-5%	21%	1%	3%
CS(=O)CCC(NS(=O)(=O)c1ccccc1)C(=O)O (configuration not stated)	3%	-1%	-5%	-1%	-16%	11%[9.24 µM]	15%	3%	13%
CN(C)C(=O)CCc1ccc2c3c([nH]c2c1)[C@]1(CCC2CCCC2)[C@@H](C(=O)N2CCOCC2)C[C@H](CC(=O)NCC24CC5CC(CC(C5)C2)C4)C(=O)N1CC3	0%	-4%	8%	14%	21%	5%	0%	0%	5%
COc1ccccc1N1CCN(S(=O)(=O)c2cc(Br)cnc2N)CC1	-13%	-1%	-10%	-21%	4%	?	-6%	?	-6%
COc1ccc(C2C(C#N)=C(N)Oc3cc(C)n(Cc4ccncc4)c(=O)c32)cc1 (configuration not stated)	14%	5%	5%	-7%	11%	17%	?	3%	5%
CC(C)COP(=O)(c1ccc(N(C)C)cc1)C(O)c1ccccc1 (configuration not stated)	13%	11%	0%	-4%	17%	3%	9%	8%	-4%
COc1cccc(-c2nc(-c3ccccc3)nc(N3CCN(C)CC3)c2C#N)c1	?	20%	?	?	-14%[9.22 µM]	?	?	?	-26%
OC1CCCN(CC(O)COc2ccc(-c3ccccc3)cc2)C1 (configuration not stated)	11%	10%	?	15%	-27%	?	?	?	22%
N#Cc1ccccc1OCC(=O)NNC(=O)c1ccncc1	20%	-6%	2%	?	3%	3%	0%	5%	-4%
FC(F)(F)c1cccc(N2CCc3cn[nH]c32)c1	0%	?	-2%	1%	-52%[inhibitor]	-17%	12%	14%	17%
O=C1N/C(=N/S(=O)(=O)Cc2ccccc2)S/C1=C/c1ccc2c(c1)OCO2	-2%	-1%	-5%	19%	1%	-10%	-1%	-23%	1%

Entries of single compounds as entered above. Values in the order: KB-3-1 tox | GLP1R ag | HT1080NT lethal | SW480 rereplic | TDP43 rescue | HT1080 IDH1KD tx | KB-V1 cytotox | GLP1R inv ag | HEK293 tox
`O=C1Nc2ccccc2OC1CC(=O)N1CCN(c2cccc(C(F)(F)F)c2)CC1` (configuration not stated) reads -11% | -3% | -15% | 9% | -3% | 20µM* | ? | -12% | -19%
`Cc1nnc(NC(=O)CSc2nnc(Cc3cccn3C)n2CCc2ccccc2)s1` reads 0% | 7% | 5% | 8% | -7% | 19% | 7% | -19% | -6%
`O=C(O)C(CO)(c1ccccc1)c1ccccc1` reads 9% | -4% | -9% | 6% | 7% | 3% | -6% | 10% | 1%
`COc1ccccc1N1CCN(S(=O)(=O)c2cc(Br)cnc2N)CC1` reads -13% | -1% | -10% | -21% | 4% | ? | -6% | ? | -6%
`Cc1ccc(C2c3[nH]c4ccccc4c3C[C@H]3C(=O)N(c4ccccc4C(=O)N4CCC[C@H]4C(=O)O)C(=O)N23)cc1` (some centres not stated) reads 0% | -1% | -1% | -11% | 22% | -1% | ? | -6% | 0%

New compounds follow
SMILES	KB-3-1 tox	GLP1R ag	HT1080NT lethal	SW480 rereplic	TDP43 rescue	HT1080 IDH1KD tx	KB-V1 cytotox	GLP1R inv ag	HEK293 tox
O=C(CNc1cc([N+](=O)[O-])ccc1NCCO)Nc1cccc(S(=O)(=O)N2CCCCC2)c1	-23%	0%	-4%	10%	1%	-1%	1%	?	-10%
O=C(NCCCNC(=O)c1ccccn1)c1ccccn1	-2%	-7%	0%	-5%	-8%	-1%	10%	1%	-13%
CCOCCCNC(=S)Nc1ccc2nc(N3CCCC3)cc(C)c2c1	-11%	1%	0%	-62%[inhibitor]	8%	-27%	7.3µM*	?	?
Cc1c2cnn(-c3ccccc3)c(=O)c2c(C)n1CC(=O)Nc1ccccc1Br	1%	·	·	·	12%	·	11%	-9%	-4%
CCCN(C(=O)CCc1nc(-c2ccc(C)cc2)no1)c1ccc(OCC)cc1	-8%	·	·	·	-11%	·	-25%	11µM*	5%
CC1=CC(C)(C)N(C(=O)CCl)c2ccccc21	0%	-4%	6%	-1%	10%	10%	24%	?	-13%
CC(C)(C)c1cc(C(=O)NN)n(Cc2ccc(F)cc2)n1	?	3%	-2%	?	25%	-2%	-2%	?	4%
CCCCC(CC)C(=O)Nc1ccccc1C(=O)NC(C)C (configuration not stated)	-18%	1%	6%	-9%	-15%	5%	?	0%	-1%
COC(=O)c1onc(C(=O)c2ccccc2)c1C(=O)OC	-2%	-11%	13%	0%	-19%	3%	4%	0%	-1%
O=C(O)C1Sc2[nH]c(=O)sc2C2c3cc(Br)ccc3OC(=O)C12 (configuration not stated)	10%	-2%	3%	?	-11%	-2%	15%	-11%	-1%
COc1cccc(CNS(=O)(=O)c2cc(Br)ccc2Br)c1	3%	11%	-2%	·	18µM*	-5%	3%	?	-9%
COc1ccc(NC(=O)c2c(C(F)(F)F)nn(C)c2Cl)cc1	2%	0%	16%	3%	7%	?	8%	26%	9%
Cn1ncc2c(Nc3ccc(Cl)cc3)ncnc21	5%	13%	14%	21%	?	4%	8%	11%	3%
COc1ccc(C(CNC(=O)c2nn(-c3ccccc3)c(=O)c3ccccc23)N2CCOCC2)cc1 (configuration not stated)	-12%	4%	-5%	-33%	-40%[inhibitor]	-2%	-1%	45%[activator]	13%
CCOc1cc(/C=C(/C#N)c2nc3ccccc3[nH]2)ccc1OCc1ccc(C(=O)O)o1	?	-1%	7%	-2%	0%	9%	7%	2%	39%[activator]
Cc1noc(C)c1COc1ccccc1C(=O)NNC(=O)c1ccccc1	9%	1%	3%	-10%	3%	2%	-6%	5%	-11%
Cc1cc(N(CC(=O)NC2CC2)S(C)(=O)=O)ccc1Br	15%	8%	17%	-2%	1%	19%	-28%	-4%	1%
Cc1cccc(N2CCN(C(=O)c3c(C)nn(Cc4ccccc4Cl)c3C)CC2)c1C	-26%	-48%[inhibitor]	?	?	?	?	?	?	-1%
COc1ccc(OC)c(-c2cc(C(=O)NCc3ccc(Cl)cc3)no2)c1	11%&-6%	-2%	11%	6%	-5%&14%	13%	-18%&0%	26%&6%	4%&7%
CCc1ccc(-c2nc(C(N)=O)c3[nH]c(=O)n(-c4ccccc4OC)c3n2)cc1	-47%	-2%	?	9.2µM*	12%	?	-12%	?	-20%
O=C(COC(=O)c1cc[n+]([O-])cc1)NCCc1ccc(Cl)cc1Cl	-24%	1%	-1%	?	14%	1%	-1%	-10%	2%
COCCCNC(=O)CS(=O)Cc1nc(-c2cccc(OC)c2)oc1C (configuration not stated)	14%	-4%	10%	-7%	-4%	9%	10%	0%	1%
COc1ccc(NC(=O)C2Cc3ccccc3CN2C(=O)c2ccccc2)cn1 (configuration not stated)	-1%	8%	14%	-3%	10%	9%	-8%	-4%	-15%
FC(F)(F)COc1ccc(-c2nnc(SCc3c(Cl)cccc3Cl)o2)cn1	9%	2%	16%	-8%	5%	30%	-5%	10%	-2%
Cc1ccc(-c2nc(CS(=O)CC(=O)NCc3ccc(F)cc3)c(C)o2)cc1 (configuration not stated)	-3%	-4%	10%	-3%	1%	6%	-1%	-15%	-10%
C=CCNC(=O)/C(C#N)=C/c1c(C)nn(-c2ccc(Cl)cc2)c1Cl	-2%	1%	?	?	17%	?	3%	?	-31%
COc1cccc(CN(C)CC(=O)NCc2ccccc2Cl)c1	8%	2%	15%	2%	13%	19%	2%	1%	4%
CCOc1cc(-c2nnc(SCC(=O)NC3CCCC3)nc2-c2ccc(OC)c(OCC)c2)ccc1OC	-2%	·	·	·	0%	·	4%	38%[activator]	-2%
Cc1ccsc1C(=O)NN=C1CCCCCC1	8%	6%	-1%	5%	6%	-1%	?	12%	-31%
CC(C)NC(=O)COC(=O)c1ccccc1CSC1=NCCS1	8%	11%	9%	0%	13%	-2%	-18%	-6%	13%

Screening data from PubChem BioAssay.

The order is random, and some 9.4% of all compounds hit somewhere here.
